Tat export inh = inhibitors of E. coli Tat protein transport; E. coli MC4100 TorA-mCherry Tat export, fluorescence; inhibition, % at 10 µM; AID 488895; hit rate 0.036% among 340,000;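 active means mean replicate inhibition at least 50% and at least half of replicates individually reaching 50%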;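 further: exported cargo escapes ClpAP degradation while cytoplasmic cargo is degraded and loses fluorescence; 0% = median of neutral control wells and 100% = median of NaSCN control wells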
Wnt act = Wnt/beta-catenin pathway activation. Wnt/beta-catenin reporter cell assay, activator, plate reader. activation, % at 9.35 µM. hit rate 1.2% among 300,000. AID 743398; in the data active means activation above about 30%, passing the limit was not always enough;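 further: 0% = neutral control wells and 100% = positive control wells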
phage Ecoli inh = E. coli growth loss with phage present | inhibition, % at 11.9 µM | hit rate 0.26% among 360,000 | AID 651602 | growth absorbance; in the data active means inhibition above about 11%
PfHsp90 yeast 2 = growth inhibition of yeast expressing Plasmodium Hsp90 | hit rate 0.32% among 310,000 | inhibition, % at 9.4 µM | S. cerevisiae expressing PfHsp90, BacTiter-Glo ATP, 48 h; yeast lacking PDR1 and PDR3 efflux regulators;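 active means every replicate shows inhibition above about 80%, whatever the replicate mean, limit read from the data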;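 further: 0% = DMSO neutral controls and 100% = 20 µM radicicol positive controls; yeast relying on Plasmodium falciparum Hsp90 in place of its own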
PvdQ inh = blocks Pseudomonas aeruginosa PvdQ acylase activity; hit rate 0.063% among 340,000; AID 488965; inhibition, % at 10 µM; purified PvdQ acylase, fluorescence plate reader; in the data active means inhibition above about 30%, passing the limit was not always enough;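 further: 0% = vehicle neutral wells and 100% = reference inhibitor wells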
AddAB inh = less growth of phage-infected E. coli with AddAB. inhibition, % at 11.9 µM. E. coli expressing H. pylori AddAB, absorbance growth. hit rate 0.29% among 330,000. AID 435030; in the data active means inhibition above about 12%;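 further: 0% = vehicle wells of infected cells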
DAGLB inhibitor = diacylglycerol lipase beta (human) inhibition; HEK293T DAGLB membrane lysate, EnzChek fluorogenic substrate; inhibition, % at 5.17 µM; hit rate 0.059% among 340,000; AID 504411; in the data active means inhibition above about 34%;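 further: 0% = enzyme with vehicle and 100% = wells lacking enzyme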
Target sequence (Q8NCG7 whole entry, looked up): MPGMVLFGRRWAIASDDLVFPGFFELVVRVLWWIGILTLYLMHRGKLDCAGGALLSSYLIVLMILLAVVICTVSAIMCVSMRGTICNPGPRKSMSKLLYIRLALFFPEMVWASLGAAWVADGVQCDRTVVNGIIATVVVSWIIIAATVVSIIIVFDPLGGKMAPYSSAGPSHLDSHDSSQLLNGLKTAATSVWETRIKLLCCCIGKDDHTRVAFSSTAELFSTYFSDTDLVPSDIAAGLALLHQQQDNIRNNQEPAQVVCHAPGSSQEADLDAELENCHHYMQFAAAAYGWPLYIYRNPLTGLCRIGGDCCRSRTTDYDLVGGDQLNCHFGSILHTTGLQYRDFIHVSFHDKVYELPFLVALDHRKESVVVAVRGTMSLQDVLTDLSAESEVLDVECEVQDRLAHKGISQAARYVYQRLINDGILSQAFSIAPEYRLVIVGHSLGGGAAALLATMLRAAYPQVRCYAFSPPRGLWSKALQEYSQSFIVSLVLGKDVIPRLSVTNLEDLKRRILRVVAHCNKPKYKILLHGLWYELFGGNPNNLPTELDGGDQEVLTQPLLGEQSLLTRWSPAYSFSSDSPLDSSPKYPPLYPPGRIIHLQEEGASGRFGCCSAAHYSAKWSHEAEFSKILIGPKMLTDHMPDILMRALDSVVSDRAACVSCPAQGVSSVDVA
CAL PDZ inh = inhibitors of human CAL PDZ peptide binding; Q9HD26; purified CAL PDZ, TMR-peptide fluorescence polarization, 1 h; inhibition, % at 20 µM; hit rate 0.02% among 330,000;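 active means highest replicate inhibition of at least 40%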;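 further: plate controls were DMSO neutral control wells for no effect and unlabeled competitor peptide control wells for full effect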
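Control set: unlabelled peptide and DMSO controls / Material: purified CerCALP PDZ construct / Timing: 1 h incubation at room temperature before polarization reading / Doses: 20 µM, one dose / Detection: fluorescence polarization (mP)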
Ecoli viability = bacterial growth inhibition, counter-screen for AddAB inhibitors. hit rate 0.27% among 330,000. E. coli V3065 growth, OD600 absorbance, 18 h. AID 449728. inhibition, % at 11.9 µM;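 active means inhibition above the campaign's mean inhibition across all tested compounds plus 3 SD, cut at about 9.9% in these data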;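 further: uninfected addAB+ strain grown without phage in ampicillin broth; 0% = DMSO wells and 100% = ciprofloxacin 0.95 µg/ml wells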
Rtt109 Vps75 = blocks Candida albicans Rtt109/Vps75 acetyltransferase activity. Q5AAJ8. purified Rtt109/Vps75, ThioGlo CoA-SH fluorescence, 4 h. inhibition, % at 34.9 µM. hit rate 0.16% among 330,000;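 active means inhibition of at least 50% in every replicate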
Target sequence (Q5AAJ8 whole entry, looked up): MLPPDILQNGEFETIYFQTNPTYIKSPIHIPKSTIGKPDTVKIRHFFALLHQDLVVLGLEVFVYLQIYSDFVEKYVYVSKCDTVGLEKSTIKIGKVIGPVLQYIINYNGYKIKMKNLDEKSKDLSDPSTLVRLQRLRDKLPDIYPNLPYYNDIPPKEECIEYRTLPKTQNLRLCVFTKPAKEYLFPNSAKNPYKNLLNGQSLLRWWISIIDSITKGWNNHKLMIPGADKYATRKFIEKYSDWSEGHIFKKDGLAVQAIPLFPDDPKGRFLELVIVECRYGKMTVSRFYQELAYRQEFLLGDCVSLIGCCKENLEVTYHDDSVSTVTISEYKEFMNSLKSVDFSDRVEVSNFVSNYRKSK
* marks the source's active call; other numbers are inactive results; x = no result given.

SMILES	Tat export inh	Wnt act	phage Ecoli inh	PfHsp90 yeast 2	PvdQ inh	AddAB inh	DAGLB inhibitor	CAL PDZ inh	Ecoli viability	Rtt109 Vps75
COc1cccc2sc(N3CCN(C(=O)c4ccc([N+](=O)[O-])o4)CC3)nc12	2	x	x	-4	-5	3.1	2	-0.5	0.3	-8
COc1ccc(-c2nc3n(n2)C(c2ccccc2Cl)C(C(N)=O)=C(C)N3)cc1 (stereo unspecified)	5	3	3.2	-27	-10	4.0	-1	-1.3	0.2	-4
C=C(C(=O)c1ccccc1)C(C)CC(=O)c1ccccc1 (stereo unspecified)	5	x	0.7	16	-10	-1.4	-15	-2.2	-3.1	0
COc1ccc(NC(=O)c2[nH]c(C)c(C(C)=O)c2C)cc1S(=O)(=O)N1CCOCC1	-15	x	0.6	1	-9	0.0	3	-2.7	0.9	18
CCC(=O)N(Cc1ccc(S(N)(=O)=O)cc1)C1CC(=O)N(c2ccc(OC)cc2)C1=O (stereo unspecified)	1	x	2.5	-9	-9	3.4	-1	-0.1	0.6	-2
COc1ccc(CCNC(=O)c2ccc(Cl)c(S(=O)(=O)N3CCCCCC3)c2)cc1	-1	-3	0.6	x	-4	-0.6	-2	-0.9	-0.3	-9
CCOC(=O)C1=C(C)c2ccccc2N(C(=O)OC)C1(C)C(=O)OCC (stereo unspecified)	11	-1	3.3	5	-13	1.5	-2	-0.6	0.5	3
Cc1cc(NC(=O)CSc2ccccn2)no1	-20	0	2.9	10	1	-2.8	-1	0.1	-0.7	x
C#CCN1C=C(C(=O)OCC)C(C)NS1(=O)=O (stereo unspecified)	-3	-1	2.6	7	-17	2.7	-2	-0.1	3.4	8
Cc1cccc(C=Nc2ccc3c4c(cccc24)CC3)c1O	11	1	0.2	-10	-4	4.2	-2	0.0	2.5	0
Cc1ccc(C)c(N2CCN(C(=O)Cn3c(=O)[nH]c4ccsc4c3=O)CC2)c1	-4	-4	4.2	x	4	1.2	0	-1.2	-2.1	2
NC(=O)c1ccsc1NC(=O)COC(=O)c1cccnc1Cl	4	-3	3.1	2	-11	-1.2	1	0.5	-0.7	-3
CCC(C)Oc1ccc(/C=C/c2[nH]c(=O)[nH]c(=O)c2[N+](=O)[O-])cc1OC (stereo unspecified)	-2	x	3.9	-6	4	-0.8	8	-1.1	0.9	27
Cc1ccc(C(=O)NCCc2nnc3ccc(SCC(=O)Nc4ccc(C)cc4C)nn23)cc1	1	-2	2.0	-3	3	0.6	1	-1.4	-0.3	19
Cc1ccc(S(=O)(=O)NCCC(=O)N2CCCCCCC2)cc1	2	3	0.4	-2	-4	1.7	2	-2.8	1.3	-3
O=C(CSc1ccccc1)OCC(=O)N1CCN(C(=O)c2ccco2)CC1	8	-1	-0.6	x	-5	-0.6	-2	0.0	-2.1	-1
CCc1nc(SCC(=O)Nc2nccs2)c2oc3ccccc3c2n1	-7	x	-1.0	2	-15	3.6	-2	0.2	-3.9	-8
CCOc1ccc(-c2nnc(SCc3nc4ccccc4[nH]3)n2N)cc1	3	1	3.0	6	-5	2.1	0	-2.1	-1.5	0
CC(=O)Nc1ccc(C(=O)OCC(=O)N2CCN(C(=O)c3ccco3)CC2)cc1	-6	-2	2.3	20	10	3.0	0	-1.2	0.0	3
COCCOC(=O)c1c(C)oc2ccc(O)c(CN3CCC(C)CC3)c12 (tested in a mixture with another compound)	4	6	4.9	-20	-11	x	-2	-0.8	x	1

Quoted from the entries so far, 2 compounds:
SMILES	Tat export inh	Wnt act	phage Ecoli inh	PfHsp90 yeast 2	PvdQ inh	AddAB inh	DAGLB inhibitor	CAL PDZ inh	Ecoli viability	Rtt109 Vps75
COc1cccc2sc(N3CCN(C(=O)c4ccc([N+](=O)[O-])o4)CC3)nc12	2	x	x	-4	-5	3.1	2	-0.5	0.3	-8
COc1ccc(-c2nc3n(n2)C(c2ccccc2Cl)C(C(N)=O)=C(C)N3)cc1 (stereo unspecified)	5	3	3.2	-27	-10	4.0	-1	-1.3	0.2	-4

(listing goes on)
SMILES	Tat export inh	Wnt act	phage Ecoli inh	PfHsp90 yeast 2	PvdQ inh	AddAB inh	DAGLB inhibitor	CAL PDZ inh	Ecoli viability	Rtt109 Vps75
CCOc1ccc(NS(=O)(=O)c2c(C)nc3sccn3c2=O)cc1	-7	-5	3.6	18	6	-1.1	-1	-0.2	2.6	-2
CCCCc1c(O)n2c(nc3ccccc32)[nH]c1=O	-5	x	0.7	12	-10	0.9	0	0.7	0.1	-11
Cc1cc(-n2c(SCC(=O)Nc3ccc(F)c(F)c3)nc3n[nH]c(C)c3c2=N)ccc1Cl	-9	-1	2.8	-16	-13	-1.4	1	-2.0	1.3	5
COc1cc(NC(=O)C2CCCN2S(=O)(=O)c2cccc3cccnc23)cc(OC)c1OC (stereo unspecified)	-3	-3	0.1	-20	-10	4.5	0	-1.6	-1.1	-2
COCCNC(=O)CN(Cc1cccs1)C(=O)CCC(=O)Nc1nccs1	-1	-6	1.8	-12	-8	2.4	-3	0.3	-1.5	-6
CCN(CC(=O)Nc1c(F)cccc1F)C(=O)C1CCCN(C(=O)c2ccc(Cl)cc2)C1 (stereo unspecified)	0	-1	1.4	-6	-8	-2.2	1	0.1	0.1	-5
CCOC(=O)C1(P(=O)(c2ccccc2)c2ccccc2)CCC1	-2	x	2.6	-13	-9	-1.0	-2	-0.9	-0.5	-3
COc1ccccc1N(CC(=O)Nc1ccc(Cc2ccncc2)cc1)S(=O)(=O)c1ccccc1	0	1	0.2	6	7	3.0	-4	0.5	-1.6	12
O=S(=O)(Nc1nc(-c2sccc2Cl)cs1)c1cc(Cl)ccc1Cl	12	x	x	-55	10	4.1	27	-1.3	1.6	33
CC(=O)NCc1cc(-c2nn(C)c(=O)c3ccccc23)ccc1C	1	6	1.5	-5	-2	-0.9	1	-0.8	-1.3	2
C(=N\N(Cc1ccccc1)c1ccccc1)/c1ccco1	-3	-2	1.7	0	-10	-1.8	-3	-0.2	-2.1	x
CCOCCCNC(=O)c1c[nH]c2ccc(OCC)cc2c1=O	-11	-2	-0.6	4	1	-1.6	-1	-3.2	-1.8	1
O=C(Nc1cccc(C(F)(F)F)c1)OCc1ccncc1	1	0	4.2	-17	-15	2.3	1	-0.7	-0.1	10
CS(=O)(=O)c1ccc(C(=O)NC(Cc2ccccc2)c2ccccc2)cc1 (stereo unspecified)	9	-3	1.4	22	-8	2.5	0	-0.4	2.0	-17
CCC(=O)Nc1ccc(C=C(C(C)=O)C(C)=O)cc1	-7	3	3.1	9	-6	-0.4	-1	0.5	0.3	-6
O=S(=O)(c1ccc(Cl)cc1)N1CCCC1c1nc(-c2ccc(Cl)cc2)no1 (stereo unspecified)	7	-1	1.5	x	-5	3.2	-11	-1.3	3.1	2
Cc1cc(C(=O)N/N=C/c2cc([N+](=O)[O-])cc(C)c2O)n[nH]1	-16	-4	2.9	-23	-11	x	4	-2.1	x	4
CCOc1ccc(OCC)c(S(=O)(=O)N2CCCCC2)c1	-1	x	2.2	x	6	3.1	-5	-0.4	-1.1	8
O=S1(=O)CCN2N=C(C3CC3)SC2=N1	-4	1	1.9	-17	-8	0.6	0	-1.1	-0.2	-7
Cn1c(-c2ccc(F)cc2)cnc1NCc1ccc(F)cc1	4	-1	0.6	53	-16	-2.2	1	-0.6	-0.9	5
CN1C[C@@H]2[C@@H]3C(=O)N(Cc4ccccc4)C(=O)[C@@H]3[C@](C)(C1=O)N2C(=O)c1ccc(F)cc1	-9	0	0.8	2	-1	x	-1	-0.7	x	-7
COc1ccc(/C=C2\N=C(SC)N(c3ccccc3OC)C2=O)cc1	-4	-9	1.2	-28	-1	-1.7	2	-3.2	0.6	-4
CC(=O)Nc1ccc(N=Nc2ccccc2)cc1	0	x	2.9	14	21	1.0	8	-2.4	-1.0	-3
O=C(Nc1ccccc1Cl)Nc1ccccc1Cl	-4	13	0.4	-10	-13	-1.4	-4	-0.3	-1.3	-7
O=c1[nH]c(SCc2cccc(Cl)c2)nc2ccccc12	-5	0	1.8	12	1	2.8	3	-3.4	2.2	9
COc1cc(NC(=O)c2ccc(F)cc2)ccc1NC(=O)c1cc2ccccc2o1	5	1	3.5	28	-2	-1.4	-1	0.8	1.5	-1
Cc1ccc(N2CCCn3c2cc(C)c(C#N)c3=O)cc1C	-6	1	-1.6	x	11	1.1	0	-0.2	1.6	12
CCCCn1c(CNC(C)=O)nc2ccccc21	-5	1	3.9	4	-9	-2.1	1	-0.2	1.4	4
O=C(COc1ccc([N+](=O)[O-])cc1)N/N=C/c1ccccn1	6	x	4.5	11	-14	1.0	-1	-0.2	-1.8	-2
COc1ccc(Cl)cc1NC(=O)C/C(C)=N/NC(=O)c1ccccc1[N+](=O)[O-]	-8	-1	-1.0	22	0	1.2	5	-0.1	-0.2	2
CCOC(=O)CC(NC(=O)c1ccco1)c1ccc(C)cc1 (stereo unspecified)	-19	-6	3.7	-17	-5	2.5	2	-1.8	-0.8	-3
COc1ccc(SCCN2CC[C@@H](NC(=O)OCc3ccccc3)CCC2=O)cc1	9	-2	2.5	-6	-8	-0.4	-1	-0.8	1.1	6
CCN(CC)C(=O)/C(=C\c1ccc2c(c1)OCO2)NC(=O)c1ccc(Br)cc1	-7	x	1.2	-18	-8	4.1	2	-1.8	-0.1	16
COc1cccc(C2=CC(=O)C[C@H](c3ccc(Cl)cc3)C2)c1	11	-1	0.7	-20	2	2.0	-23	-1.6	0.0	7
COc1ccc(Br)cc1CNC(=O)C1CCN(S(=O)(=O)N2CCCCC2)CC1	1	x	2.4	0	-7	3.9	1	-2.8	-4.2	x
NC1=C(Br)C(=O)c2ccccc2C1=O	-30	10	3.5	-7	16	-0.2	4	0.3	-2.4	2
CC(C)Oc1cccc(C(=O)Nc2ccc(Br)cc2F)c1	10	-2	1.4	-7	1	-1.4	-11	-1.3	-0.9	7
CC1(C)OC2OC(C(=O)N/N=C/c3ccccc3F)C3OC(C)(C)OC3C2O1 (stereo unspecified)	-9	-6	3.1	2	-17	1.3	0	-2.3	0.9	-2
CCO[C@@H]1OC(C(=O)NCc2ccccc2)=C[C@H](C2CCCCC2)[C@H]1CCCO	-1	-5	1.2	0	12	2.2	-5	-0.4	-0.3	5
CC(=O)Oc1ccccc1N(C(C)=O)S(=O)(=O)c1cccc([N+](=O)[O-])c1	-4	1	4.2	18	11	2.2	0	0.6	0.2	4
O=C(CCC1CCCN(C(=O)CC2=CCCCC2)C1)N1CCN(c2ccccn2)CC1 (stereo unspecified)	-1	-11	1.5	-18	-7	0.5	0	0.9	-2.6	1
O=C(CN(C(=O)c1csnn1)c1ccc(F)c(Cl)c1)NCc1ccccc1	2	1	0.7	-44	-5	1.2	1	-2.6	-1.6	-4
CCc1nc(NCC(C)C)c(C#N)c2c1COC(C)(C)C2	6	-3	1.6	-24	-15	2.4	-3	-1.4	-3.0	1
COc1ccc(C(=O)NC2(C(F)(F)F)C(=O)N(Cc3ccco3)C3=C2C(=O)CC(C)(C)C3)cc1OC (stereo unspecified)	-20	x	1.2	6	9	1.8	-2	-0.5	1.0	-3

Record cards (already shown):
Record of Cc1cc(C(=O)N/N=C/c2cc([N+](=O)[O-])cc(C)c2O)n[nH]1 = Tat export inh = -16; Wnt act = -4; phage Ecoli inh = 2.9; PfHsp90 yeast 2 = -23; PvdQ inh = -11; AddAB inh = x; DAGLB inhibitor = 4; CAL PDZ inh = -2.1; Ecoli viability = x; Rtt109 Vps75 = 4
Record of COc1cccc2sc(N3CCN(C(=O)c4ccc([N+](=O)[O-])o4)CC3)nc12 = Tat export inh = 2; Wnt act = x; phage Ecoli inh = x; PfHsp90 yeast 2 = -4; PvdQ inh = -5; AddAB inh = 3.1; DAGLB inhibitor = 2; CAL PDZ inh = -0.5; Ecoli viability = 0.3; Rtt109 Vps75 = -8

Source: PubChem (several laboratories)
